RT RNaseH block: inhibitors of HIV-1 reverse transcriptase RNase H; P04585; RT-RNase H RNA/DNA duplex cleavage, fluorescence; inhibition, % at 10 µM; 65,000 compounds, 1.9% hits; in the data active = inhibition above about 50%
RmlC RmlD mix: inhibitors of RmlC and RmlD coupled enzymes | inhibition, % at 5.5 µM | RmlC/RmlD coupled enzyme inhibition, 384-well mixture HTS | 110,000 compounds, 0.39% hits | AID 1532; in the data active = inhibition above about 30%, passing the limit was not always enough; also: strong numbers were not always called active
Active calls of the source: *; / = not tested or not shown.

SMILES	RT RNaseH block	RmlC RmlD mix
COC(=O)c1sc(NC(=O)CSc2nnnn2-c2cccc(OC)c2)nc1C	/	8
Clc1ccc(OCCSCc2nc3ccccc3[nH]2)cc1	/	-12
CCOC(=O)c1sc(NC(=O)CCCCCN2C(=O)c3cccc4cccc(c34)C2=O)nc1C	/	2
COC(=O)CCC(=O)OC1(C)C(=O)C=C2C=C3CCCN3C=C2C1=O (centres undefined)	/	35
Clc1ncnc2c1oc1ccccc12	/	-12
CCOCCCNC(=O)C1CCN(c2cc(C)nc3c(-c4ccc(OC)c(OC)c4)c(C)nn23)CC1	9	9
CCCNC(=O)CSc1nnc(-c2ccco2)n1C	-22	12
CCOC(=O)Nc1ccc2c(CN3CCN(S(=O)(=O)c4ccccc4)CC3)cc(=O)oc2c1	7	-7
Cn1c(SCC(=O)c2ccc(F)cc2)nnc1-c1ccccc1N	-1	-6
CCOc1ccc2[nH]c(S(=O)(=O)CC)nc2c1Cl	1	8
O=c1ccc(Oc2nc(N3CCOCC3)nc(N3CCOCC3)n2)n[nH]1	/	-11
CC(=O)c1c(N)[nH]c(-c2ccccc2)nc1=S	-7	7
O=C1CC(N2CCN(C3CC(=O)N(CCc4ccccc4)C3=O)CC2)C(=O)N1CCc1ccccc1 (centres undefined)	-6	-24
Cn1cnnc1SCC(=O)NCCC(c1ccccc1)c1ccccc1	/	-8
CCCS(=O)(=O)N1CCCC(C(=O)N2CCOCC2)C1 (centres undefined)	-22	-1
Cc1cccc(OCc2nnc(SCC(=O)N(C(C)C)C(C)C)n2Cc2ccco2)c1C	0	-3
CCc1nnc2n1N=C(c1ccc(-c3ccc(Cl)cc3Cl)o1)CS2	23	/
CCCOc1cc(C)nc(-c2ccccc2O)n1	/	-1
CCOC(=O)c1sc(NC(=O)CSc2nnnn2-c2ccc(C)c(C)c2)nc1C	36	10
CN1C(=O)N(C)C(=O)C2(Cc3c(ccc4ccccc34)N(C)C2)C1=O	5	-13
CCCC(=O)N1c2ccccc2C(=C2SC(C(=O)OC)=C(C(=O)OC)S2)C(=S)C1(C)C	/	-8
O=C(O)c1cc(-c2cccnc2)nn1-c1ccccn1	-13	2
COC(=O)c1ccc2c(c1)N(Cc1ccccc1F)C(=O)c1ccccc1S2=O (centres undefined)	-10	-10
CCc1ccc(N2CC(C(=O)NC3=NCCS3)CC2=O)cc1 (centres undefined)	-4	16
CCS(=O)(=O)N1CCC(C(=O)NCc2cccnc2)CC1	5	-8
Cc1cc(Oc2ccccc2)nc(SCC(N)=O)n1	-4	16
CCOC(=O)N1CC=C2C(C#N)=C(N)C(C#N)(C#N)[C@H](c3ccc(OCC)c(OCC)c3)[C@H]2C1	4	2
CC(C)(C)OC(=O)[C@H](Cc1ccccc1)NC(=O)c1nc[nH]c1C(=O)NC1CCN(C(=O)OC(C)(C)C)CC1	/	1
CC(=O)c1cccc(S(=O)(=O)N(Cc2cc3cc4c(cc3[nH]c2=O)OCCO4)CC2CCCO2)c1 (centres undefined)	-1	1
O=C(Nc1nccs1)c1cc(S(=O)(=O)N2CCCCC2)ccc1Cl	1	10
CC(C)(C)N1NC(=O)Nc2ccccc2C1=O	/	-6
CCn1c(=S)[nH]c2nc3c(cc2c1=O)CCCC3	/	6
Cc1nc(Cl)sc1C(=O)O	-12	0
CCC(C)NC(=O)c1cc(-c2ccccc2O)on1 (centres undefined)	-5	4
CCn1c(SCc2cccc(C(F)(F)F)c2)nnc1-c1ccco1	3	-13
Cc1nn2c(-c3ccccc3)nnc2c2ccccc12	-84	-7
COC(C[C@@H](O)CC(=O)COCc1ccccc1)OC	/	3
CC1=C(C(=O)OCC2CCCO2)C(c2ccccc2Cl)NC(=O)N1 (centres undefined)	/	10
CCOC(=O)c1c(C)[nH]c(C)c1C(=O)COC(=O)c1ccc(Cl)c(S(N)(=O)=O)c1	/	-10
CCCS(=O)(=O)N1CCCC(C(=O)NCc2ccco2)C1 (centres undefined)	-24	2
COc1cc2c(cc1NCc1ccc3c(c1)OCO3)oc1ccccc12	/	-29
CC(C)CCN1CC(C(=O)NC(C)C)CC1=O (centres undefined)	6	-14
CCOC(=O)CSc1nnc(CSc2nc3sc4c(c3c(=O)[nH]2)CCC4)n1C	10	12
COC(=O)C1=CN(C(C)C)C=C(C(=O)OC)C1c1cccc(OC)c1	-2	/
Cc1[nH]c(=O)c(C(=O)/C=C/c2ccccc2F)c2c1CCCC2	/	-4
N#CCCCN1C(=O)C(O)(CC(=O)c2ccc3c(c2)OCCO3)c2ccccc21 (centres undefined)	2	5
N#Cc1cc([N+](=O)[O-])cnc1NCC(O)CO (centres undefined)	/	11
CC1(C)Cc2c(sc3nc4n(c(=N)c23)CCCCC4)CO1	-9	5
CCOC(=O)C(NCc1ccccn1)(NC(=O)c1cccnc1)C(F)(F)F (centres undefined)	2	7
O=C(CSc1n[nH]c(-c2ccccc2O)n1)N1CCCc2ccccc21	-22	0

More records.
SMILES	RT RNaseH block	RmlC RmlD mix
Cc1ccc2c3c1C1(C(=O)N3C(C)(C)CC2C)C(C#N)=C(N)Oc2cc(O)ccc21 (centres undefined)	4	2
Cc1ccc(Cn2c(N)c(S(=O)(=O)c3cccs3)c3nc4ccccc4nc32)cc1	/	-23
C/C=C(/C)C(=O)Nc1cccc(C2=NOC3(C2)C[C@H](C(N)=O)N(C(=O)c2ccccc2)C3)c1 (some centres undefined)	/	3
Cc1ccc(C2CC(=O)Nc3cc4c(cc32)OCCO4)s1 (centres undefined)	-61	0
O=C(NCc1ccco1)C(c1ccccc1F)N(Cc1cccnc1)C(=O)Cn1nnc2ccccc21 (centres undefined)	-12	10
COc1ccc(NC(=O)c2ccc(Br)o2)c([N+](=O)[O-])c1	/	-14
CCC(C)N(NC(C)=O)c1nc(Cl)nc(NC(C)C)n1 (centres undefined)	/	4
Cc1c(C(=O)O)c(=S)sn1CCOc1ccccc1	-6	-8
Cc1ccc(C(=O)NNC(=O)CSc2nnc(-c3ccncc3)n2-c2ccc(C)cc2)cc1	/	-6
CCOC(=O)c1ccc(NC(=O)Cn2cccc2)cc1	14	-6

Some of the entries so far, with bars between the fields.
Structure | RT RNaseH block | RmlC RmlD mix
COc1cc2c(cc1NCc1ccc3c(c1)OCO3)oc1ccccc12 | / | -29
CC(C)CCN1CC(C(=O)NC(C)C)CC1=O (centres undefined) | 6 | -14
CCOC(=O)CSc1nnc(CSc2nc3sc4c(c3c(=O)[nH]2)CCC4)n1C | 10 | 12
COC(=O)C1=CN(C(C)C)C=C(C(=O)OC)C1c1cccc(OC)c1 | -2 | /
Cc1[nH]c(=O)c(C(=O)/C=C/c2ccccc2F)c2c1CCCC2 | / | -4
N#CCCCN1C(=O)C(O)(CC(=O)c2ccc3c(c2)OCCO3)c2ccccc21 (centres undefined) | 2 | 5
N#Cc1cc([N+](=O)[O-])cnc1NCC(O)CO (centres undefined) | / | 11
CC1(C)Cc2c(sc3nc4n(c(=N)c23)CCCCC4)CO1 | -9 | 5
CCOC(=O)C(NCc1ccccn1)(NC(=O)c1cccnc1)C(F)(F)F (centres undefined) | 2 | 7
O=C(CSc1n[nH]c(-c2ccccc2O)n1)N1CCCc2ccccc21 | -22 | 0
Cc1ccc2c3c1C1(C(=O)N3C(C)(C)CC2C)C(C#N)=C(N)Oc2cc(O)ccc21 (centres undefined) | 4 | 2
Cc1ccc(Cn2c(N)c(S(=O)(=O)c3cccs3)c3nc4ccccc4nc32)cc1 | / | -23
C/C=C(/C)C(=O)Nc1cccc(C2=NOC3(C2)C[C@H](C(N)=O)N(C(=O)c2ccccc2)C3)c1 (some centres undefined) | / | 3
Cc1ccc(C2CC(=O)Nc3cc4c(cc32)OCCO4)s1 (centres undefined) | -61 | 0
O=C(NCc1ccco1)C(c1ccccc1F)N(Cc1cccnc1)C(=O)Cn1nnc2ccccc21 (centres undefined) | -12 | 10
COc1ccc(NC(=O)c2ccc(Br)o2)c([N+](=O)[O-])c1 | / | -14
CCC(C)N(NC(C)=O)c1nc(Cl)nc(NC(C)C)n1 (centres undefined) | / | 4
Cc1c(C(=O)O)c(=S)sn1CCOc1ccccc1 | -6 | -8
Cc1ccc(C(=O)NNC(=O)CSc2nnc(-c3ccncc3)n2-c2ccc(C)cc2)cc1 | / | -6
CCOC(=O)c1ccc(NC(=O)Cn2cccc2)cc1 | 14 | -6

(more compounds)
SMILES	RT RNaseH block	RmlC RmlD mix
CN=C(NC)SC1CC(=O)N(c2ccccc2)C1=O (centres undefined)	0	-11
Cc1nnc(NC(=O)c2ccc3c(c2)C(=O)N(CCC(C)C)C3=O)s1	/	-6
COc1ccc2nc3oc(C(=O)N4CCN(c5ccccc5F)CC4)cc3cc2c1	-10	-15
CCCCOc1ncnc2c1[nH]c1ccc(F)cc12	-6	-10
CC1Cc2cc(-c3csc(NC(=O)Cc4ccccc4)n3)ccc2N1S(C)(=O)=O (centres undefined)	/	-2
COc1cc2nc(N(C)CCCNC(=O)C3CCCO3)nc(N)c2cc1OC (centres undefined)	/	-3
COc1ccc(NC(=O)N2CCn3c2nc2ccccc23)cc1	-10	-8
C=CCOC(=O)C(C#N)c1nc2ccccc2nc1N1CCC(C(=O)OCC)CC1 (centres undefined)	19	-10
O=C1NC[C@H](c2ccccc2)N(CCc2cccc3ccccc23)C1=O	/	4
COC(=O)c1ccc(NC(=O)CN(c2ccc(C)cc2)S(=O)(=O)c2c(C)n[nH]c2C)cc1	-2	-10
Cn1c(=O)[nH]c(=O)c2c1nc(N1CCCC1)n2CC(O)COc1ccccc1 (centres undefined)	-8	6
COCCNC(=O)CSc1nc2ccccc2c(=O)n1CC1CCCO1 (centres undefined)	-8	4
O=C(COC(=O)C1(c2ccc(F)cc2)CCCC1)N1CCN(C(=O)c2ccco2)CC1	0	4
O=C(NCc1ccccc1)c1ccc(-c2ccc(F)cc2)o1	/	26
O=c1[nH][nH]c(=O)c2cc(N3CCCC3)ccc12	-16	38
CCN1C(=O)CC(N2CCC(Nc3ccc(OC)cc3)CC2)C1=O (centres undefined)	0	-8
COc1cc(C(=O)Nc2nc3ccc4nc(C)sc4c3s2)cc(OC)c1OC	/	-22
CCN(CC)CCn1c2ccc(F)cc2c2nc(C)sc21	/	14
COc1ccccc1C(=O)Nc1nnc(-c2ccc(Cl)cc2)o1	-9	0
O=C(CN1CCN(c2ccccn2)CC1)NC(=O)NC1CCCCC1	0	-49
CC(=O)C1=C(C)NC(SCC(=O)c2ccccc2)=C(C#N)C1CC(C)C (centres undefined)	15	-14
O=C(O)CCc1nc(-c2cccs2)no1	-4	/
O=c1c2ccccc2nc(COc2ccccc2)n1/N=C/c1ccco1	-12	1
C[C@]12C=CC(=O)C=C1CC[C@@H]1[C@@H]2[C@@H](O)C[C@@]2(C)[C@H]1CC[C@]2(O)C(=O)COC(=O)CCC(=O)O	-6	-14
CCOCC(=O)Nc1cc(C(=O)OC)ccc1C(=O)OC	-9	1
CC(=O)N1CCC2(CC1)C(C#N)=C(N)OC1=C2C(=O)CC(C)(C)C1	/	1
CC1=C(C)/C(=N/OC(=O)c2cccc([N+](=O)[O-])c2)C=CC1=O	/	1
Cc1ccc(/C=N/Nc2ccc3c(C(F)(F)F)cc(C(F)(F)F)nc3n2)cc1	/	-14
CCCNC(=O)c1c(C)cc(=O)oc1C	0	-9
COc1cc(C2c3c(-c4ccccc4)n[nH]c3C(=O)N2c2ccccc2)ccc1O (centres undefined)	3	-8
CCC1CCCCN1C(=O)CSc1nnc(CNC(=O)COc2ccc(Cl)cc2)o1 (centres undefined)	-4	-12
Cn1ncc2nc[nH]c(=O)c21	3	10
O=c1c(-c2ccccc2)c(O)nc2ccccn12	3	9
O=C1CC(c2cccs2)CC(O)=C1C=NCCN1CCNCC1 (centres undefined)	-7	-5
O=C(Nc1ccc(OC(F)(F)F)cc1)C1=NCCN1	-4	/
COc1cccc(CNc2nc3ccccc3n2CCN2CCCCC2)c1	3	9
Cn1nc(C(F)(F)F)c(C(=O)Nc2ccc(F)cc2F)c1Sc1cccc(C(F)(F)F)c1	/	-98
CCNC(=O)N1c2ccc(OCC)cc2C(C)=CC1(C)C	-12	-9
O=C(COC(=O)C1=COCCO1)Nc1ccc(Oc2ccccc2)cc1	/	-22
Cc1cc(C)n(-c2nc3c(c(=O)[nH]c(=O)n3C)n2CC(O)COc2ccc(Cl)cc2Cl)n1 (centres undefined)	/	10

Single records (already shown):
Entry for O=C1CC(c2cccs2)CC(O)=C1C=NCCN1CCNCC1 (centres undefined) → RT RNaseH block = -7; RmlC RmlD mix = -5
Entry for CCC1CCCCN1C(=O)CSc1nnc(CNC(=O)COc2ccc(Cl)cc2)o1 (centres undefined) → RT RNaseH block = -4; RmlC RmlD mix = -12

(more compounds)
SMILES	RT RNaseH block	RmlC RmlD mix
O=C(C1CCCCC1)N1CCC(c2nc3c(nnn3Cc3ccccc3Cl)c(=O)[nH]2)CC1	-16	/
CCC(=O)N=c1sc2c(C)cc(C)cc2n1CC(=O)OC	-35	1
CCOc1ccccc1NC(=O)c1c(NC(=O)CNCc2ccco2)sc2c1CCC2	72*	/
CC(C)(C)NS(=O)(=O)c1ccc(NC(=O)NC2CCCCC2)cc1	/	3
Cc1ccc(NC(=O)C2CC=CCC2C(=O)N2CCCCC2)cc1 (centres undefined)	0	-14
CCOC(=O)c1[nH]c2ccc(F)cc2c1NC(=O)Nc1ccccc1OC	/	-67
CC(C)Oc1ccc(C(=O)Nc2cc(=O)n(C)c(=O)n2C)cc1	-4	3
CCC(C(=O)O/N=C(\N)c1ccc(Cl)cc1)c1ccccc1 (centres undefined)	/	-6
Cc1ccc2cc3c(NC(=O)CC(C)C)nn(C)c3nc2c1	-3	10
COc1ccc(C(=O)CSc2nnc(-c3ccc(S(=O)(=O)N4CCOCC4)cc3)o2)cc1	-2	-9
Cc1ccc(CSc2nc3ccccc3cc2C=O)cc1	/	4
Cc1ccc(CNC(=O)C2C3C=CC4(CN(Cc5cccnc5)C(=O)C24)O3)cc1 (centres undefined)	-14	4
Cc1ccc(NC(=O)CC2SC(=O)N(c3ccccc3)C2=O)cc1 (centres undefined)	/	-11
CCN(CC)C(=O)c1ccc(NC(=O)CSc2nnnn2-c2cc(OC)ccc2OC)cc1	9	18

Assay outcomes as filed in PubChem BioAssay.

Some of the compounds tested (hit frequency here may not be typical).
